# Growth percent in the NCI-60 one-dose screen (48 h, 10 µM unless noted): 100 = growth as untreated, 0 = no growth, -100 = all killed.
# OVCAR-5 = OVCAR-5 ovarian cancer | 2.9% of 82,000 active
# OVCAR-8 = OVCAR-8 ovarian cancer; 4.4% of 81,000 active; AID 1794782
# CAKI-1 = CAKI-1 renal cancer; 4.7% of 75,000 active
# OVCAR-3 = OVCAR-3 ovarian cancer; 7% of 79,000 active; AID 1794787
# RXF 393 = RXF 393 renal cancer cells | AID 1794773 | 6.9% of 77,000 active
# TK-10 = TK-10 renal cancer cells. 3.9% of 81,000 active
# ACHN = ACHN renal cancer; 4.9% of 81,000 active
# A498 = A498 renal cancer cells. AID 1794774. 5.4% of 76,000 active
# The depositor's hits bear a star; . = not tested or not shown. How the source made its calls: active means growth percent below 10; inactive means the rest.
# Order of results: OVCAR-5, OVCAR-8, CAKI-1, OVCAR-3, RXF 393, TK-10, ACHN, A498
1	COC(=O)Cc1cc(O)cc2oc(-c3ccc4c(c3N)OCO4)cc(=O)c12
→ 107, 89, 88, 73, 106, 117, 92, 97
2	COc1ccc(N2C(=O)C(c3ccccc3)(c3ccccc3)C2c2ccccc2OC(=O)C(c2ccccc2)c2ccccc2)cc1 (stereo not drawn)
→ 84, 99, ., ., 108, 104, 106, 114
3	CCOC(=O)C1=C(NC)OCC1=O
→ 115, 99, 100, 109, 100, 99, 110, 86
4	C[C@H](OS(N)(=O)=O)[C@@H](O)c1c(Cl)cccc1Cl
→ 102, 103, 94, 116, 109, 95, 106, 105
5	Cc1nc(-[n+]2nc(-c3ccccc3)nn2-c2ccccc2)sc1C
→ 85, 100, 92, 104, 122, 75, 103, 90
6	CC(=O)OCC1O[C@H](Oc2ccc3c(c2)CC[C@@H]2[C@@H]3CC[C@]3(C)C(=O)CC[C@@H]23)C(OC(C)=O)[C@@H](OC(C)=O)[C@H]1OC(C)=O (stereo partly drawn)
→ 107, 99, ., 109, 109, 87, 99, 103
7	CCOC(=O)[C@]1(Br)CC[C@]1(Br)C(=O)OCC
→ 103, 111, 95, 109, 125, 99, 97, 103
8	C/C(=N\NC(=O)CSc1nc(-c2cnccn2)cc(-c2cccs2)c1C#N)c1ccc(Cl)cc1
→ 98, 96, 90, 113, 93, 138, 97, 89
9	CCCCC(C#N)c1ccccn1 (stereo not drawn)
→ 98, 101, 82, ., 110, 92, 110, 102
10	CCOc1ccc2nc(C)cc(C)c2c1
→ 104, 110, 104, 101, 103, 97, 108, 81
11	O=C1C2=C(NC(=S)NC2c2ccc3c(c2)OCO3)c2ccccc21 (stereo not drawn)
→ 106, 102, 87, 113, 107, 102, 106, 109
12	N#Cc1c(-c2ccccc2Br)cc(-c2cccnc2)[nH]c1=O
→ 101, 102, 96, 108, 109, 108, 97, 104
13	CC1CN(Cc2ccccc2)C(=S)N(c2ccccc2)C1=O (stereo not drawn)
→ 89, 132, 83, 115, 188, 111, 107, 137
14	CC1=Nc2cccc3cccc(c23)N=C(C)C1
→ 108, 100, 103, 115, 112, 192, 96, 102
15	COC(=O)C(O)C(Cc1ccccc1)NC(=O)c1[nH]c2ccccc2c(=O)c1C (stereo not drawn)
→ 102, 101, 101, 102, 111, 92, 104, 93
16	O=C(Nc1ccccc1-c1nc2ccccc2c(=O)[nH]1)c1ccccc1
→ 106, 92, 83, 92, 90, 131, 98, 98
17	O=C(Nc1cc(=O)[nH]c(SCC(=O)N2CCN(c3cc4c(cc3F)c(=O)c(C(=O)O)cn4C3CC3)CC2)n1)c1ccccc1
→ 115, 79, 101, 63, 92, 110, 99, 85
18	CCCCCOc1ccc2ccccc2c1
→ 114, 102, 94, 109, 114, 107, 117, 101
19	COc1ccc(S(=O)(=O)Nc2cc(Sc3cccc4cccnc34)c(O)c3ccccc23)cc1
→ 42, 9.5*, 20, -82*, 19, 23, 7.4*, 65
20	O=C1c2ccccc2C(=O)N1c1ccccc1O
→ 114, 103, ., 107, 114, 91, ., 96
21	N#Cc1c(-c2cccc(Cl)c2)nn(CC(=O)N2CCOCC2)c1N
→ 100, 96, 84, 107, 102, 105, 99, 100
22	CCOC(=O)C(/C=N/Nc1ccccc1)C(=O)OCC
→ 106, 104, 90, 109, 106, 116, 99, 105
23	CC(=O)C1=C(O)C=C2Oc3c(C(=O)/C=C/c4cc(Cl)cc(Cl)c4)c(O)c(C)c(O)c3[C@]2(C)C1=O
→ 0.2*, -24*, 2.7*, -29*, -40*, -17*, -12*, -58*
24	CN(C)c1ccc(S(=O)Nc2ccccc2)cc1 (stereo not drawn)
→ 119, 94, 90, 93, 100, 98, 100, 60
25	COc1cc2cc(Oc3ccc(NC(=O)c4cccc(C(F)(F)F)c4)cc3)c(C)nc2cc1OC
→ 70, 43, 13, 15, 54, ., 34, 0.4*
26	CC(=O)O[C@H]1C[C@@]2(C)[C@@H](C[C@@H](O)[C@H]3[C@@]4(C)CC[C@H](O)[C@@H](C)[C@@H]4CC[C@@]32C)/C1=C(\CCC(Br)C(C)(C)[n+]1ccccc1)C(=O)O (stereo partly drawn)
→ 106, 108, 95, 116, 100, 119, 104, 114
27	COc1ccc2cc([C@H](C)C(=O)N/N=C/c3ccccc3)ccc2c1
→ 99, 104, 88, 111, 112, 100, 102, 103
28	CCc1ccc(-c2ccc(N(C)Cc3ccccc3)nn2)cc1S(N)(=O)=O
→ 97, 103, 96, 97, ., 96, 102, 83
29	CC/C(=C\c1ccccc1OC)c1ccncc1
→ 104, 97, 97, 97, 88, 101, 94, 107
30	CCc1ccc(OCC(=O)c2ccc(O)c(CN(C)C)c2O)cc1
→ 96, 89, 88, 102, 113, 95, 109, 108
31	CCC(CC)C[N+](C)(C)C
→ 99, 103, 97, 111, 100, 111, 108, 99
32	CC12SCC(C(=O)NCc3ccc(Cl)cc3Cl)N1C(=O)c1ccccc12 (stereo not drawn)
→ 100, 93, 86, 101, 103, 106, 106, 77
33	CCCCCCCCCCCCCCCCCSCc1ccc(Nc2ccccc2)cc1
→ 102, 92, 106, 125, ., 111, 101, 126
34	N#CC1C(=O)NC(c2cccc([N+](=O)[O-])c2)c2sc3c(F)cccc3c21 (stereo not drawn)
→ 98, 95, 76, 91, 108, 158, 86, 83
35	CC(C)c1[nH]nc2c(NCc3ccc(-c4ccccn4)cc3)nc(SCCN)nc12
→ 14, 11, 26, 5.5*, -71*, -2.7*, 6.3*, -69*
36	C#CCCCNCCNc1ccnc2cc(Cl)ccc12
→ 64, 80, 45, 86, 36, 83, 88, 108
37	CC(C)C1(C)C(=O)N(C)C(=O)N1Br (stereo not drawn)
→ 104, 104, 88, 106, 101, 100, 105, 114
38	O=C1Nc2cc(Cl)ccc2/C1=C/c1cccc(OCc2ccc(Br)cc2F)c1
→ 30, -16*, 27, -39*, -15*, 78, 31, 60
39	COc1cccc(/C=C2\Oc3cc(C)c(Cl)cc3C2=O)c1
→ 104, 99, 81, 106, 118, 120, 97, .
40	CCCCCCCCCc1ccc(OC(C)=O)cc1
→ 105, 101, 103, 108, 111, 96, 109, 70
41	O=C(CCc1nnc(CN(c2ccccc2)c2ccccc2)o1)c1nc2ccccc2[nH]1
→ 108, 88, 84, 95, 113, 117, 108, 80
42	O=C1/C=C/[C@@H](O)[C@@H]2C[C@@H](O)C[C@H]2/C=C/CCC[C@H](CCO)O1
→ 16, 11, 1.0*, -47*, -7.4*, -30*, 5.9*, -33*
43	COC(=O)c1ccc2c(c1)OCO2
→ 98, 91, 96, 104, 116, 92, 103, 113
44	NS(=O)(=O)c1ccc(Nc2ccc3nnc(-c4ccncc4)n3n2)cc1
→ 95, 106, 104, 107, 112, 107, 98, 86
45	N#CCCC1(CCC#N)c2ccccc2-c2ccccc21
→ 80, 104, 108, 95, 108, 125, 101, .
46	CC(C)(C)NC(=O)NCc1cccnc1
→ 107, 107, 90, 124, 105, 110, 103, 100
47	O=C(O)CCCCCNCCC(=O)O
→ 104, 105, ., 111, 109, 113, 102, 75
48	Nc1c(C(=O)c2ccccc2)sc2nc(-c3cc4ccccc4o3)cc(-c3ccc(Cl)cc3)c12
→ 107, 96, ., 85, 113, 137, 83, 199
49	CCN1CCN(C(C(=O)NC23CC4CC(CC(C4)C2)C3)c2c[nH]c3ccccc23)C(=O)c2ccccc2C1=O (stereo not drawn)
→ 109, 88, ., 92, 106, 101, 84, 75
50	COc1cc(CNC(=O)C[C@H](C)CCC=C(C)C)ccc1OCc1cn(-c2ccccc2F)nn1
→ 95, 66, 55, 105, 38, 96, 65, 103
51	CCC(CCC#N)(CCC#N)C(=O)c1ccc(C)o1
→ 99, 98, 94, 110, 114, 109, 116, 113
52	CC1CCN(Cc2cn(CC(=O)Nc3ccc4c(ccn4C)c3)nn2)CC1
→ 108, 109, 94, 117, 108, 92, 103, 96
53	O=C(NN1C(=O)/C(=C/C=C/c2ccc([N+](=O)[O-])o2)SC1=S)c1cccc(O)c1
→ -98*, -80*, -100*, -100*, -90*, -96*, -100*, 2.4*
54	Cc1cc2nc(-c3ccccn3)n3c(=O)cc(C)n3c2cc1C
→ 108, 99, 93, 114, 106, 113, 103, 107
55	COc1cc(C(=O)O)ccc1C
→ 100, 98, 99, 122, 114, 108, 106, 95
56	C=C(C)C1CC=C(C)/C(=N\NC(=O)c2ccncc2)C1 (stereo not drawn)
→ 107, 105, 89, 133, 112, 119, 102, 71
57	Cc1ccc(-c2cc(C(=O)N3N=C(c4ccc(N)cc4)CC3c3cc(-c4ccccc4)nn3-c3ccccc3)c3ccccc3n2)cc1 (stereo not drawn)
→ 105, 97, ., 91, 106, 117, 92, 97
58	O=C(c1ccc([N+](=O)[O-])cc1)N(CCO)CCO
→ 104, 101, 95, 112, 107, 92, 98, 106
59	Nc1cc2cccnc2cc1Cl
→ 98, 98, 103, 116, 128, 103, 94, 102
60	CSCCC(NC(=O)OCc1ccccc1)C(=O)O (stereo not drawn)
→ 103, 104, 78, 104, 112, 109, 96, 114

# Single entries from the list:
# Under OVCAR-8, O=C1Nc2cc(Cl)ccc2/C1=C/c1cccc(OCc2ccc(Br)cc2F)c1 reads -16*
# Under ACHN, NS(=O)(=O)c1ccc(Nc2ccc3nnc(-c4ccncc4)n3n2)cc1 reads 98
# Under CAKI-1, CSCCC(NC(=O)OCc1ccccc1)C(=O)O (stereo not drawn) reads 78
# Under OVCAR-5, Cc1ccc(-c2cc(C(=O)N3N=C(c4ccc(N)cc4)CC3c3cc(-c4ccccc4)nn3-c3ccccc3)c3ccccc3n2)cc1 (stereo not drawn) reads 105
# Under A498, CC(C)c1[nH]nc2c(NCc3ccc(-c4ccccn4)cc3)nc(SCCN)nc12 reads -69*
# Under OVCAR-3, COc1cccc(/C=C2\Oc3cc(C)c(Cl)cc3C2=O)c1 reads 106

# Rewritten with each value named: 4 of the compounds above
60: CSCCC(NC(=O)OCc1ccccc1)C(=O)O (stereo not drawn)
  OVCAR-5 = 103; OVCAR-8 = 104; CAKI-1 = 78; OVCAR-3 = 104; RXF 393 = 112; TK-10 = 109; ACHN = 96; A498 = 114

40: CCCCCCCCCc1ccc(OC(C)=O)cc1
  OVCAR-5 = 105; OVCAR-8 = 101; CAKI-1 = 103; OVCAR-3 = 108; RXF 393 = 111; TK-10 = 96; ACHN = 109; A498 = 70

36: C#CCCCNCCNc1ccnc2cc(Cl)ccc12
  OVCAR-5 = 64; OVCAR-8 = 80; CAKI-1 = 45; OVCAR-3 = 86; RXF 393 = 36; TK-10 = 83; ACHN = 88; A498 = 108

49: CCN1CCN(C(C(=O)NC23CC4CC(CC(C4)C2)C3)c2c[nH]c3ccccc23)C(=O)c2ccccc2C1=O (stereo not drawn)
  OVCAR-5 = 109; OVCAR-8 = 88; CAKI-1 = .; OVCAR-3 = 92; RXF 393 = 106; TK-10 = 101; ACHN = 84; A498 = 75

# An excerpt from above, limited to CAKI-1:
no.	Compound	CAKI-1
40	CCCCCCCCCc1ccc(OC(C)=O)cc1	103
41	O=C(CCc1nnc(CN(c2ccccc2)c2ccccc2)o1)c1nc2ccccc2[nH]1	84
42	O=C1/C=C/[C@@H](O)[C@@H]2C[C@@H](O)C[C@H]2/C=C/CCC[C@H](CCO)O1	1.0*

# Remaining list, next part
# Order of results: OVCAR-5, OVCAR-8, CAKI-1, OVCAR-3, RXF 393, TK-10, ACHN, A498
61	COc1ccccc1C(C(C(=O)c1ccccc1)N1CCOCC1)N1CCOCC1 (stereo not drawn)
→ 106, 103, 102, 98, 111, 102, 106, .
62	O=c1[nH]c2ccccc2nc1/C=C(\O)c1ccncc1
→ 131, 111, 92, 124, 100, 111, 100, .
63	OCCCc1n(Cc2ccc3ccccc3n2)c2ccccc2[n+]1Cc1ccc2ccccc2n1
→ 95, 105, ., 58, 96, 88, 105, 83
64	Cc1cccc(-c2nc(C(=O)O)c3cccc(F)c3n2)c1
→ 102, 99, 98, 113, 105, 99, 106, 97
65	CCCOC(=O)CCCCCC1CCCCC1
→ 108, 103, 101, 107, 111, 103, 110, 104
66	C=C1c2nc3ccccc3n2C=C(c2ccc(OC)cc2)N1Cc1ccccc1
→ 101, 88, 101, 85, 101, 118, 96, 70
67	Cc1ccccc1N1CCN(C(=O)Cc2ccc(OCC(=O)Nc3ccc(Cl)cc3)cc2)CC1
→ 89, 90, 57, 94, 84, 91, 58, 79
68	COc1cc(Cn2cc3c(c2)-c2onc(CO)c2CC3)cc(OC)c1OC
→ 103, 99, ., 99, 96, 96, ., 97
69	COc1ccc(C(=O)/C=C/c2cc(OC)c(OC)c(OC)c2)cc1S(=O)(=O)NNC(=O)c1ccncc1
→ 108, 91, 98, 82, 114, 111, 100, 113
70	CN1CCN(C(=O)C2CN(c3cccc(Cl)c3)N(c3cccc(Cl)c3)C2=O)CC1 (stereo not drawn)
→ 82, 92, 69, 84, 73, 91, 86, 82
71	CCCS(=N)(=O)CCC(N)C(=O)O (stereo not drawn)
→ 112, 102, 64, 102, 119, 96, 107, 119
72	O=C(Nc1ccc(Cc2ccc(NC(=O)C(c3ccccc3)c3ccccc3)cc2)cc1)C(c1ccccc1)c1ccccc1
→ 110, 90, ., 104, 97, 93, 107, 77
73	O=C1OC2(CCCC2)OC(=O)C1=C/C=C/c1ccc([N+](=O)[O-])o1
→ 100, 99, 91, 106, 106, 115, 98, 131
74	CN(C)C1CCc2ccccc2C1OC(=O)/C=C/c1ccccc1 (stereo not drawn)
→ 94, 95, 77, 105, 99, 113, 91, 93

# Only part of the results is shown; the hit share may differ from the screen's.
